From PubChem BioAssay
LYPLA2 counter: LYPLA2 inhibitors, primary screen, counter-screen for PME1 inhibitor project, biochemical, fluorescence polarization, FP-Rh probe ABPP | Acyl-protein thioesterase 2 (Homo sapiens), O95372 | inhibition, % at 5.9 µM | recombinant LYPLA2 | 320,000 tested, 0.38% active | AID 2177, 2009;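 active = inhibition above the screen-wide mean plus 3 SD, limit set per campaign, cut at about 26% in these data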;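 also: 0% = LYPLA2 with DMSO and 100% = wells lacking LYPLA2 enzyme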
Target sequence (O95372 whole entry, looked up): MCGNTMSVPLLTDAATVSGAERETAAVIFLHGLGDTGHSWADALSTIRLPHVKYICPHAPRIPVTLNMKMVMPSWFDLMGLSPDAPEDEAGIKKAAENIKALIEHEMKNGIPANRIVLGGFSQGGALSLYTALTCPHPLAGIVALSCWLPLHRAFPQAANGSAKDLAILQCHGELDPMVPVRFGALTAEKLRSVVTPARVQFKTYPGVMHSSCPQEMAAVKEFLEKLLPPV
PAD4 inh: human PAD4 inhibitors, primary screen, biochemical, fluorescence polarization, 1536-well format; recombinant PAD4, RCA probe fluorescence polarization; inhibition, % at 6.36 µM; 330,000 tested, 0.41% active; AID 485272, 2010;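 active = percent inhibition above a cutoff equal to the mean of all tested compounds plus 3 SD, cut at about 15% in these data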;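 also: 0% = PAD4 with RCA probe and DMSO and 100% = probe without PAD4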
LYPLA1 counter: LYPLA1 inhibitors, primary screen, counter-screen for PME1 inhibitor project, biochemical, fluorescence polarization, FP-Rh probe ABPP. recombinant LYPLA1. inhibition, % at 5.9 µM. 320,000 tested, 0.16% active. AID 2174, 2009;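 active = inhibition above the mean of all tested compounds plus 3 SD, set per campaign, cut at about 14% in these data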;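 also: inhibitors block serine hydrolase probe labeling of LYPLA1 so polarization falls; 0% = enzyme with DMSO and 100% = wells lacking LYPLA1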
Target sequence (O75608 whole entry, looked up): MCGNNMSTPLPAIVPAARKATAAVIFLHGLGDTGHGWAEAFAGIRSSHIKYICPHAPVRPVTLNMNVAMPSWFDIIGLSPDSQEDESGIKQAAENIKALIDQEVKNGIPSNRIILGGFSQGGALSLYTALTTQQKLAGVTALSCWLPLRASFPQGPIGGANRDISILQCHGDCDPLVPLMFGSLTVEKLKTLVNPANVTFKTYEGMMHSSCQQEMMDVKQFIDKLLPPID
PAFAH1B3 FP inh: PAFAH1B3 enzyme inhibitors, primary screen, biochemical, fluorescence polarization, human; Platelet-activating factor acetylhydrolase IB subunit alpha1 (Homo sapiens), Q15102; recombinant PAFAH1B3, FP-rhodamine probe; inhibition, % at 3.39 µM; 340,000 tested, 0.28% active; AID 492972, 2010;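 active = inhibition above the screen-wide average of all tested compounds plus 3 SD, cut at about 25% in these data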;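 also: 0% = enzyme with DMSO only and 100% = wells lacking PAFAH1B3 protein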
Target sequence (Q15102 whole entry, looked up): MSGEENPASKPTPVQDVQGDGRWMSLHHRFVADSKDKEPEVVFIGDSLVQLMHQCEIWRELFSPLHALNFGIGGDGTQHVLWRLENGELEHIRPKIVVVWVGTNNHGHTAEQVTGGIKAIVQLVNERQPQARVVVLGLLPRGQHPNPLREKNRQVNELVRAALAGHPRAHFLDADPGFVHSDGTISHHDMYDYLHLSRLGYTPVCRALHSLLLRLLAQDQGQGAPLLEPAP
ZTA counter: counter-screen for EBNA-1 inhibitors: inhibitors of Epstein-Barr virus ZTA; P03206; 320,000 tested, 0.15% active; ZTA-DNA binding, fluorescence polarization; inhibition, % at 11 µM; in the data active = inhibition above about 33%
PAFAH2 inh: PAFAH2 enzyme inhibitors, primary screen, biochemical, fluorescence polarization, human | recombinant PAFAH2, FP-rhodamine activity probe | inhibition, % at 3.39 µM | 340,000 tested, 0.99% active;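 active = inhibition above the mean over all tested compounds plus 3 SD, cut at about 30% in these data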;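 also: inhibitors block probe labeling of enzyme so polarization drops; 0% = enzyme with DMSO and 100% = wells lacking PAFAH2 protein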
GSTO1 counter: inhibitors of recombinant GSTO1, primary screen, counter-screen for RBBP9 inhibitor project, biochemical, fluorescence polarization; 300,000 tested, 1.1% active; Glutathione S-transferase omega-1 (Homo sapiens), P78417; activity-based probe fluorescence polarization; inhibition, % at 5.96 µM;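 active = inhibition above the campaign mean inhibition plus 3 SD, cut at about 35% in these data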;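 also: 0% = GSTO1-1 with DMSO and 100% = wells lacking GSTO1-1 enzyme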
Target sequence (P78417 whole entry, looked up): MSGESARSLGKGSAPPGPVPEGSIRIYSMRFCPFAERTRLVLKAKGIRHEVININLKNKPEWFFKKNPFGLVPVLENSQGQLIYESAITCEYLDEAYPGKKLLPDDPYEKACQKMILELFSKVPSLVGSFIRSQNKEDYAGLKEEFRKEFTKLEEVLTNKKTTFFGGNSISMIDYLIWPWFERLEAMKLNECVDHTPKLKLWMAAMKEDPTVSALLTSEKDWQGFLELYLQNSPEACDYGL
EBNA-1 inhibitor: EBNA-1 DNA-binding inhibitors, primary screen, biochemical, fluorescence polarization | inhibition, % at 14.8 µM | 300,000 tested, 0.34% active; in the data active = inhibition above about 28%
PREPL inhibitor: PREPL enzyme inhibitors, primary screen, biochemical, fluorescence polarization | recombinant PREPL, fluorescence polarization activity-based probe | inhibition, % at 5.96 µM | 320,000 tested, 0.68% active | AID 2751, 2010; in the data active = inhibition above about 43%;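 also: 0% = enzyme with DMSO and 100% = wells lacking enzyme; many of its hits are not listed in these tables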
Starred values were filed as active, the others as inactive; . = not tested or not shown.

SMILES	LYPLA2 counter	PAD4 inh	LYPLA1 counter	PAFAH1B3 FP inh	ZTA counter	PAFAH2 inh	GSTO1 counter	EBNA-1 inhibitor	PREPL inhibitor
CC(=O)NC(Cc1ccc(F)cc1)C(=O)NC1CCN(C(=O)NCc2ccccc2)CC1 (stereo not drawn)	9	2	2	4	-6	-13	2	4	15
O=C(CCNC(=O)c1ccco1)Nc1ccc(Cl)cc1F	-5	1	-3	5	-3	-4	6	8	-9
Fc1ccc(Cn2nnnc2CN2CCN(C3CCCCC3)CC2)cc1	10	-3	0	7	-10	-2	1	2	16
COc1ccc(-c2cc(C(=O)N3CCCCC3)c3ccccc3n2)cc1	6	-1	2	0	-10	-6	-6	5	21
Cc1ccc(S(=O)(=O)N/N=C\c2cn(CC(N)=O)c3ccccc23)cc1	-3	-1	1	4	12	1	1	0	3
CCN(CC)S(=O)(=O)c1cccc(NC(=O)CSc2nc3ccccc3[nH]2)c1	-14	0	-8	3	7	2	-4	-8	-7
CCOc1ccc(CCNC(=O)CCCN2C(=O)c3ccccc3C2=O)cc1OCC	10	-5	3	-3	-10	2	-2	-2	9
Cc1onc(-c2ccccc2Cl)c1C(=O)NCCCN1CCOCC1	7	1	5	6	14	-2	-2	-5	23
O=C(c1cc(COc2c(F)cccc2F)on1)N1CCc2ccccc2C1	7	5	2	4	7	-3	8	-10	-19
Cn1ccs/c1=N\S(=O)(=O)c1ccc(C(C)(C)C)cc1	1	3	-2	-5	0	4	6	-12	4
COc1ccc(NC(=O)Nc2ccc3c(c2)C(=O)N([C@H](C)CO)C[C@H](C)[C@@H](CN(C)C(=O)NC(C)C)O3)cc1	.	-1	.	2	.	3	.	.	18
CN(C)/N=C/C=C1\CC/C(=C\c2ccc(F)c(F)c2)C1=O	7	2	3	1	6	3	-3	-3	2
O=C1N(Cc2cccnc2)C[C@@H]2C[C@@H](c3cccc(C(F)(F)F)c3)N3CCC[C@@]123	-6	2	2	3	0	-4	2	-10	4
CS(=O)(=O)c1ccc(-c2sc3ccccc3c2C(=O)N2CCN(c3ccc(F)cc3)CC2)cc1	.	-3	.	6	.	-4	.	.	4
COC(=O)Nc1ccc(S(=O)(=O)N2CCN(C)CC2)cc1	-1	-3	-4	13	-5	8	4	10	-9
COc1ccc(NC(=O)c2ccc(S(=O)(=O)N3CCCC3)cc2)cc1OC	2	1	1	9	-5	-6	.	.	15
C[C@H](NC(=O)[C@H]1N2C(=O)c3ccccc3C2SC1(C)C)C(=O)NCC1CCCO1 (stereo partly drawn)	5	2	5	1	5	-4	0	1	2
CCc1cccc2c(C(=O)COC(=O)c3cnc(C)cn3)c[nH]c12	5	1	-2	4	-4	1	.	.	-5
Nc1c(C(=O)NCc2ccco2)sc2nc(N3CCOCC3)c3c(c12)CCCC3	-3	1	0	4	-9	0	1	-2	14
Cc1c(Cl)c([N+](=O)[O-])nn1CC(=O)N1CCCc2ccccc21	1	2	-3	-1	5	-6	1	-2	0
CCOc1ccc(NC(=O)Nc2ccc(Br)cn2)cc1	7	1	2	1	-3	-4	-1	-3	-1
NC(=O)CN1C(=O)C2C3C=CC(C3)C2C1=O (stereo not drawn)	-3	-3	-1	5	-10	4	9	-6	6
Cc1ccc2ncc([N+](=O)[O-])n2c1	-4	-2	-3	1	-11	-3	0	10	3
O=C(O)C1CCCN1S(=O)(=O)c1ccc(Cl)cc1 (stereo not drawn)	1	3	5	5	4	0	-3	12	3
CNC(=O)CSc1nnc(-c2ccco2)n1-c1cccc(C)c1C	7	-1	2	14	-11	-6	-3	-4	-8
CCCN1/C(=C2/SC(=S)N(CC)C2=O)C=Cc2ccccc21	4	7	-6	4	0	4	-3	-5	9
COc1ccccc1NC(=O)c1ccc(NC(=O)COC(=O)CCC2CCCC2)cc1	-13	-1	-13	1	3	16	-9	10	-16
COc1ccc(/C=C(\C#N)C(=O)OCC(=O)NCc2ccco2)cc1	-12	-3	-5	1	2	1	6	-1	-8
COc1cccc(CC2(CO)CCCN(Cc3cnn(-c4ccccc4)c3)C2)c1 (stereo not drawn)	-3	2	-3	3	19	1	6	1	-19
CCc1nnc(NC(=O)C2CC(=O)N(Cc3ccccc3)C2)s1 (stereo not drawn)	4	-3	2	5	3	11	-4	0	0

Shown with bars between the fields: entries from further up.
Compound | LYPLA2 counter | PAD4 inh | LYPLA1 counter | PAFAH1B3 FP inh | ZTA counter | PAFAH2 inh | GSTO1 counter | EBNA-1 inhibitor | PREPL inhibitor
Cn1ccs/c1=N\S(=O)(=O)c1ccc(C(C)(C)C)cc1 | 1 | 3 | -2 | -5 | 0 | 4 | 6 | -12 | 4
CC(=O)NC(Cc1ccc(F)cc1)C(=O)NC1CCN(C(=O)NCc2ccccc2)CC1 (stereo not drawn) | 9 | 2 | 2 | 4 | -6 | -13 | 2 | 4 | 15

Carrying on.
SMILES	LYPLA2 counter	PAD4 inh	LYPLA1 counter	PAFAH1B3 FP inh	ZTA counter	PAFAH2 inh	GSTO1 counter	EBNA-1 inhibitor	PREPL inhibitor
Cc1ccnn1CCC(=O)N1CCCC(N2CCN(c3cccc(Cl)c3)CC2)C1 (stereo not drawn)	16	-4	3	3	-7	-3	2	3	17
CC1CCCN(C(=S)Nc2ccc3nc4n(c(=O)c3c2)CCCCC4)C1 (stereo not drawn)	-1	-4	-1	4	-13	-11	-7	-15	0
Clc1ccc(Cl)c(OCCN2CCOCC2)c1	6	2	2	0	7	2	2	3	2
COc1cc(C(=O)N2CCc3ccccc32)cc(OC)c1OC	1	4	1	-2	3	-1	-2	-1	2
CC1CC(C)(C)CC2(C1)NC(=O)N(CC(=O)Nc1nccs1)C2=O (stereo not drawn)	-3	0	-3	11	-6	0	3	4	-10
Cc1ccc(NC(=O)C(C)N2CCCC2)cc1Cl (stereo not drawn)	-3	2	-2	-5	6	7	9	-7	-4
O=C1N[C@@H](Cc2c[nH]c3ccccc23)COC(=O)[C@@H](Cc2ccc(F)cc2)C/C=C\C[C@H]1CC(=O)N(CCO)Cc1ccccc1	.	-5	.	5	.	4	.	.	62*
COCCCNC(=O)CCN1N=C(c2ccccc2)CCC1=O	6	-4	4	2	4	-7	4	-1	11
CC(=O)NCCc1nc2cc(NS(=O)(=O)c3ccccc3)ccc2n1C	2	2	0	8	-7	-5	1	-7	-6
CC1CC(C)CN(C(=O)c2cccc(S(=O)(=O)NCc3ccccc3)c2)C1 (stereo not drawn)	.	-2	.	4	.	6	.	.	14
C/C(=N\N=C1\NC(=O)C(CC(=O)Nc2ccc(C)c(Cl)c2)S1)C(C)C (stereo not drawn)	2	-3	-2	5	-26	2	2	-7	13
CCn1c(CNC(=O)c2cccs2)n[nH]c1=S	-3	-4	0	-3	-11	-5	5	-2	2
O=C(N/N=C/c1ccc(Br)o1)c1cncc(Br)c1	-4	-8	-1	-1	-7	4	-2	7	-7
O=C(CSc1ccc(-c2ccccn2)nn1)N1CCCCC1	-3	-2	-2	-6	-2	3	11	-12	12
O=C1OCc2ccc(NC(=O)c3ccccc3C(=O)O)cc21	-3	-4	-2	-1	15	1	4	12	0
O=C(Oc1cccnc1)c1ccc(Cl)c(Cl)c1	9	1	-9	8	-16	0	-4	2	-24
COc1ccc(CN(C(=O)c2ccco2)c2ccc(Br)cc2)cc1OC	-1	0	-3	9	5	-2	-6	11	-11
COc1ccc(-c2cnn3c(N)c(S(=O)(=O)c4ccccc4)cnc23)cc1	-1	-3	0	8	7	12	4	-13	10
O=C(CCc1ccncc1)N1CCCC(Nc2ccc(F)c(F)c2)C1 (stereo not drawn)	-3	-4	1	4	-23	2	2	-7	10
O=[N+]([O-])c1ccc(OCC(O)CNC2CCCC2)cc1 (stereo not drawn)	5	-2	1	0	-5	-3	-5	7	9
Cc1cccc(N(C(=O)CCC(=O)Nc2nccs2)C(C(=O)NC(C)(C)C)c2ccc(O)cc2)c1 (stereo not drawn)	-7	-1	-1	3	-4	-1	-3	4	-6
CC(C(=O)N1CCOCC1)N1C(=O)c2cccc3cccc(c23)C1=O (stereo not drawn)	4	2	-2	1	20	6	4	-4	-2
c1n[nH]c(SCCCCSc2ncn[nH]2)n1	-1	-5	-3	-3	8	-5	-7	13	-7
CN(Cc1nc(-c2ccncc2)no1)S(=O)(=O)c1ccccc1	2	0	3	-14	-9	-4	-6	3	-12
CCn1cc(/C=C(\NC(=O)c2ccccc2OC)C(=O)NCCCN2CCOCC2)c2ccccc21	11	4	5	8	11	4	1	10	2
Cc1ccc(C)c(SCC(=O)N(C)CC(=O)Nc2ccc(N3CCOCC3)cc2)c1	-4	0	-1	2	2	4	2	19	5
CCN(CC)c1nc(SCC(=O)O)nc(N(CC)CC)n1	9	6	-1	3	-9	7	3	12	6
CCCCN(C(=O)CSc1nncn1-c1ccccc1)c1c(N)n(Cc2ccccc2)c(=O)[nH]c1=O	1	-1	-1	0	-9	2	8	-1	8
CN(C/C=C/c1ccccc1)Cc1cccc2ccccc12	0	-5	-3	8	11	-3	2	3	-41

In the list so far, nine have a Cl atom:
SMILES	LYPLA2 counter	PAD4 inh	LYPLA1 counter	PAFAH1B3 FP inh	ZTA counter	PAFAH2 inh	GSTO1 counter	EBNA-1 inhibitor	PREPL inhibitor
O=C(CCNC(=O)c1ccco1)Nc1ccc(Cl)cc1F	-5	1	-3	5	-3	-4	6	8	-9
Cc1onc(-c2ccccc2Cl)c1C(=O)NCCCN1CCOCC1	7	1	5	6	14	-2	-2	-5	23
Cc1c(Cl)c([N+](=O)[O-])nn1CC(=O)N1CCCc2ccccc21	1	2	-3	-1	5	-6	1	-2	0
O=C(O)C1CCCN1S(=O)(=O)c1ccc(Cl)cc1 (stereo not drawn)	1	3	5	5	4	0	-3	12	3
Cc1ccnn1CCC(=O)N1CCCC(N2CCN(c3cccc(Cl)c3)CC2)C1 (stereo not drawn)	16	-4	3	3	-7	-3	2	3	17
Clc1ccc(Cl)c(OCCN2CCOCC2)c1	6	2	2	0	7	2	2	3	2
Cc1ccc(NC(=O)C(C)N2CCCC2)cc1Cl (stereo not drawn)	-3	2	-2	-5	6	7	9	-7	-4
C/C(=N\N=C1\NC(=O)C(CC(=O)Nc2ccc(C)c(Cl)c2)S1)C(C)C (stereo not drawn)	2	-3	-2	5	-26	2	2	-7	13
O=C(Oc1cccnc1)c1ccc(Cl)c(Cl)c1	9	1	-9	8	-16	0	-4	2	-24

This is a subset, so the mix of outcomes need not match the whole.
